Screens from PubChem BioAssay.
KAT2A inh – GCN5L2 (KAT2A) acetyltransferase inhibition | Q92830 | GCN5L2 HAT assay, ThioGlo1 CoA-SH fluorescence | Potency, µM (top dose mostly 58.9 µM), inactives show at the top dose activity change, negative = inhibition, most hits filed as inhibitors | 390,000 tested, 0.21% active
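ThioGlo1-coupled HAT assay: 20nM GCN5L2, 70uM acetyl-CoA, 75uM H3(1-25) peptide, pH 7.5. Fluorescence read at 340/540nm at start and after 20 min at room temperature.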
FEN1 inhibitor – human FEN1 inhibition. Potency, µM (top dose mostly 114 µM), for inactives: top-dose activity change, negative = inhibition, usual class: inhibitors. AID 588795. P39748. 390,000 tested, 0.35% active. Recombinant FEN1 flap cleavage, fluorescence, 15 min; also: nearly all actives have a fitted effect of over 65% in size
Target sequence (P39748 whole entry, looked up): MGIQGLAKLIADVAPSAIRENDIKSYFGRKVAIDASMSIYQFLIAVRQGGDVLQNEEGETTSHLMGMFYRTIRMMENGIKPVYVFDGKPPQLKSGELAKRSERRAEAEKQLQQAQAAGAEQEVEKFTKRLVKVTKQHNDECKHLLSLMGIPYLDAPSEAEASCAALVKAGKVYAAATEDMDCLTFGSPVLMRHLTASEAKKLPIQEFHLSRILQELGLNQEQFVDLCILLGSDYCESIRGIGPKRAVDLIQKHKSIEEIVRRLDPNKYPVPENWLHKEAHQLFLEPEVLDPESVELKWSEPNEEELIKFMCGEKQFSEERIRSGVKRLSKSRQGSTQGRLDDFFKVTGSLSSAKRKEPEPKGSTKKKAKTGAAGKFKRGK
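In this screen, 50 nM flap DNA substrate was added to 10 nM FEN1 pretreated with compound for 15 min at room temperature; cleavage was followed with reads at 0 and 15 min, and Hill fitting gave concentration–response parameters.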
N370S GC mod – inhibits or activates N370S mutant glucocerebrosidase. P04062. N370S GC spleen homogenate, 4MU-glucoside fluorescence. Potency, µM (doses to about 59.4 µM), for the others: at the top dose activity change, negative = inhibition, actives largely listed as inhibitors. 330,000 tested, 0.092% active;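 also: 0% = full enzyme activity and -100% = no enzyme basal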
Active calls of the source: *; ? = inconclusive; / = not tested or not shown; & = joins results of further samples. Calls follow the shape of the dose curve; as a rule, active = well fitted curve in the direction sought with a large enough effect; inconclusive = small, poorly fitted or top-dose-only effect, or another doubt; inactive = no such curve, though single readings can be large; an effect the other way counts as inactive or inconclusive. Unless noted, % is scaled to controls: 0 for no effect and ±100 for the full control effect; potency is read from the fitted curve at half-maximal effect.

SMILES	KAT2A inh	FEN1 inhibitor	N370S GC mod
CNC(=O)COC(=O)CNC(=O)c1cc(Cl)cc([N+](=O)[O-])c1	-8.9%	8.8%	-16.3%
O=C(Cn1cnc2ccccc2c1=O)Nc1nc2ccccc2s1	-4.2%	11.4%	2.3%
CC1CCN(CC(O)COC2CCC(C(C)(C)C)CC2)CC1 (stereo not drawn)	-2.9%	-1.5%	-9.2%
Nc1nc(NCc2ccccc2)nc(Nc2ccc(F)cc2)c1[N+](=O)[O-]	-2.2%	-4.2%	10.9%
Cc1cc(C(=O)CN2C(=O)c3ccccc3C2=O)c(C)n1Cc1cccs1	-5.6%	-18.9%	1.9%
Cc1oc2c(cc(NS(=O)(=O)c3ccc(F)cc3)c3ccccc32)c1C(=O)OCc1ccccc1	-1.9%	-8.2%	/
COc1ccc(C(=O)CN2C(=O)NC(C)(c3ccc(C)cc3)C2=O)cc1OC (stereo not drawn)	-1.7%	2.7%	?
COc1ccc(OC)c(CN2CCN(c3ccc(S(=O)(=O)N4CCCC4)cn3)CC2)c1	-5.6%	-6.3%	/
CN(Cc1ccccc1)S(=O)(=O)c1ccc(NC(=S)NC(=O)C(C)(C)C)cc1	-0.2%	-8.8%	2.9%
OCCNc1nc2ccccc2n1CC(O)c1ccccc1 (stereo not drawn)	-3.9%	5.8%	-4.8%
CN1C(=O)C(CC(=O)Nc2ccccc2)S/C1=N/c1nccs1 (stereo not drawn)	-8.3%	-2.3%	-3.1%
CCCn1c(SCC(=O)O)nc2ccccc21	-5.4%	-2.2%	-5.8%
Cc1ccc(C(=O)Nc2oc(-c3ccccc3)cc2C#N)cc1	/	-2.9%	-3.5%
O=C(C1CCCN(S(=O)(=O)Cc2ccccc2)C1)N1CCCCC1 (stereo not drawn)	-0.2%	-8.8%	4.9%
COc1cccc(OCC(O)CO)c1 (stereo not drawn)	-23.1%	-0.6%	-2.1%
COCCn1c(=O)c(-c2cccs2)nc2cnc(Nc3ccccc3)nc21	?	/	-5.5%
CC(C)c1ccc(C(=O)OC2CCOC2=O)cc1 (stereo not drawn)	-24.5%	13.2%	8.0%
COc1ccc(Br)cc1C(=O)Nc1cccc(NC(=O)c2ccco2)c1	-10.0%	-11.4%	10.7%
CCN1C(=O)/C(=C\N2CCCc3ccccc32)SC1=S	-3.0%	6.1%	18.1%
CC(=O)NC(Nc1c(C)n(C)n(-c2ccccc2)c1=O)C(Cl)(Cl)Cl (stereo not drawn)	-10.4%	12.3%	-10.5%

Three structures already listed, ordered by number of heavy atoms, highest first:
SMILES	KAT2A inh	FEN1 inhibitor	N370S GC mod
CN1C(=O)C(CC(=O)Nc2ccccc2)S/C1=N/c1nccs1 (stereo not drawn)	-8.3%	-2.3%	-3.1%
CCN1C(=O)/C(=C\N2CCCc3ccccc32)SC1=S	-3.0%	6.1%	18.1%
COc1cccc(OCC(O)CO)c1 (stereo not drawn)	-23.1%	-0.6%	-2.1%

Next records.
SMILES	KAT2A inh	FEN1 inhibitor	N370S GC mod
CCCCSCCCNC(=O)c1cn(C)c2ccc(S(=O)(=O)N3CCCCC3)cc2c1=O	-1.3%	17.7%	/
CC(C)c1ccc(N(CC(=O)NCCCN2CCOCC2)S(=O)(=O)c2ccccc2)cc1	6.8%	4.0%	-1.6%
O=C(/C=C/c1ccco1)Nc1ccc(Cl)c(-c2nc3cc(Cl)ccc3o2)c1	-3.1%	0.2%	/
COc1ccc(OC)c(S(=O)(=O)N2CCN(c3ccccc3OC)CC2)c1	-3.1%	-15.7%	-6.9%
O=C(COc1ccc([N+](=O)[O-])cc1)NNC(=S)NC(=O)c1ccc(Br)cc1	?	-7.4%	-3.5%
O=C(O)c1ccccc1Cc1nc2cc(Cl)ccc2c(=O)[nH]1	0.4%	-2.8%	8.0%
CCCn1c(=O)c2sccc2n2c(CCCC(=O)N3CCN(c4cccc(Cl)c4)CC3)nnc12	-9.0%	-0.6%	/
C/C(=N\Nc1cccc(C(=O)O)c1)c1ccc(Cl)s1	-19.2%	4.7%	?
Cc1[nH]c2ccccc2c1N=Nc1ccccc1C(=O)O	-6.5%	?	10.2%
O=C(Cc1ccccc1[N+](=O)[O-])NCCC1=CCCCC1	13.9%	2.7%	2.7%
COC(=O)c1cc2c(ccn2-c2ccc(F)cc2)n1C(C)C	-11.8%	-4.0%	9.0%
C[C@H](CO)N1C[C@H](C)[C@@H](CN(C)Cc2ccc(C(=O)O)cc2)Oc2c(NC(=O)Cc3ccccc3)cccc2C1=O	-5.2%	-1.9%	/
COc1cccc(OCC(=O)N(C)Cc2nc(-c3ccccc3)no2)c1	0.2%	0.7%	0.6%
CCOc1ccccc1C1C(C(=O)Nc2ccc(OC)cc2)=C(C)Nc2nc(CCCO)nn21 (stereo not drawn)	2.4%	2.7%	25.9%
CCN(CC)S(=O)(=O)c1ccc(C(=O)NCc2cccs2)cc1	/	1.0%	2.8%
CN1CCN(C(CNC(=O)C(=O)Nc2ccc3c(c2)OCO3)c2ccc(F)cc2)CC1 (stereo not drawn)	-5.4%	2.4%	-3.9%
O=C(CN1C(=O)NC2(CCCCCC2)C1=O)Nc1ccccc1[N+](=O)[O-]	1.1%	-4.1%	/
COc1ccc(CCC(=O)Nc2cccc(S(=O)(=O)N(C)C)c2)cc1OC	-1.5%	0.2%	2.3%
COc1ccc(NC(=O)CSc2nnc(-c3cccnc3)n2Cc2ccco2)c(OC)c1	-8.2%	5.7%	-4.7%
COc1ccc(Cl)cc1NC(=O)c1c(NCc2ccc(C)o2)sc2c1CCC(C)C2 (stereo not drawn)	-4.4%	-9.5%	/
O=C(CCN1CCCCC1)NNC(=S)NC(=O)c1ccc(Br)cc1	-7.8%	0.9%	-20.2%
Cc1cc(N2C(=O)C3C4CC(C(Br)C4Br)C3C2=O)no1 (stereo not drawn)	-3.1%	-4.5%	-17.1%
Cn1nnnc1NCc1cccc(Cl)c1Cl	-4.3%	17.1%	3.4%
CCNC(=S)N1CCN(c2nc(-c3cccc(OC)c3)cs2)CC1	-1.1%	-5.4%	-5.7%
O=C(CSc1nc2ccccc2s1)NCCOc1ccccc1	0.0%	-1.0%	8.6%
CCOc1ccc(N(CC(=O)NC(C)(C)C)C(=O)c2ccco2)cc1	0.6%	-2.4%	2.8%
COc1ccc(Nc2cc(C(=O)NCCc3ccc(C)cc3)c3ccccc3n2)c(OC)c1	-1.8%	2.6%	/
CC(C)CNCC1OCc2ccccc2CO1	12.0%	-11.7%	6.8%
CCc1ccc(OC(=O)CN2C(=O)c3ccccc3C2=O)cc1	-28.8%	6.0%	-1.3%
Cc1ccc(NC(=O)Cn2c(=O)c(C)nc3ccccc32)cc1	-8.7%	-0.7%	7.9%
O=C(NNC1=NCCC1)c1cccc(S(=O)(=O)N2CCCC2)c1	-7.8%	2.3%	-2.7%
COc1ccccc1-n1cc(-c2ccc(Br)cc2)[nH]c1=S	-0.8%	1.6%	-0.9%
Cc1nc2n[nH]c(N)c2c2c1CCCC2	-5.7%	-10.0%	19.5%
CC(=O)C1C(c2ccc(C)cc2)c2c(noc2C)CC1(C)O (stereo not drawn)	-4.1%	-0.3%	-9.6%
CCC(C)NC(=O)CC(c1ccc(OC)cc1)n1cccc1 (stereo not drawn)	1.7%	-2.8%	-2.8%
COC(=O)c1ccc2c(=O)n(Cc3ccco3)c(SCC(=O)Nc3ccccc3Cl)nc2c1	0.9%	9.3%	-19.2%
N#Cc1ccc(CSc2nnc(COc3ccccc3)n2-c2ccccc2)cc1	-5.0%	-15.6%	21.0%
CC(=O)N[C@H](C(=O)O)C(C)(C)SN=O	-3.2%	/	5.2%
c1ccc(-c2csc3ncn4nnnc4c23)cc1	-17.7%	-1.9%	0.8%
Cc1cccc(C(=O)NN2S(=O)(=O)c3ccccc3S2(=O)=O)c1	-3.0%	0.1%	-3.1%

Laid out differently: 2 of the compounds above
The line under a structure holds: KAT2A inh | FEN1 inhibitor | N370S GC mod
> c1ccc(-c2csc3ncn4nnnc4c23)cc1
→ -17.7% | -1.9% | 0.8%
> Cc1cccc(C(=O)NN2S(=O)(=O)c3ccccc3S2(=O)=O)c1
→ -3.0% | 0.1% | -3.1%

The listing continues.
SMILES	KAT2A inh	FEN1 inhibitor	N370S GC mod
CCOC(CCn1c(SCc2ccc([N+](=O)[O-])cc2)nc2ccccc2c1=O)OCC	-4.6%	-9.7%	1.0%
Cc1cc(OCC(=O)OCC(=O)N(C)C2CCS(=O)(=O)C2)ccc1Cl (stereo not drawn)	1.9%	5.4%	0.4%
COc1ccc(C(CNCC(=O)Nc2ccccc2F)N(C)C)cc1 (stereo not drawn)	-16.4%	-4.1%	-15.1%
COc1ccc(CNC(=O)c2cc(S(=O)(=O)N3CCCCC3)ccc2Cl)cc1OC	2.8%	-1.9%	/
COc1ccc(OC)c(CCNC(=O)Cn2sc3nc(C)cc(C)c3c2=O)c1	?	/	-18.0%
Cn1c(CCCOc2ccc(Cl)cc2Cl)n[nH]c1=S	-8.8%	-3.3%	1.4%
CCN(CC)CCNC(=O)c1ccc(CSc2nc3ccncc3n2Cc2cccc(F)c2)cc1	0.0%	-1.0%	/
O=C(COc1cccnc1[N+](=O)[O-])NCc1ccc(F)cc1	-6.9%	15.8%	-0.9%
COc1ccc(C2CC(=O)Nc3cc(C)c(C)cc32)c(OC)c1OC (stereo not drawn)	-20.4%	-4.6%	15.5%
CCc1nn(C(C)C(=O)NCCN2CCN(c3cccc(C)c3C)CC2)c(=O)c2cc3occc3n12 (stereo not drawn)	-18.9%	0.2%	-11.9%

Single records (already shown):
COc1ccc(C(CNCC(=O)Nc2ccccc2F)N(C)C)cc1 (stereo not drawn) reads KAT2A inh = -16.4%; FEN1 inhibitor = -4.1%; N370S GC mod = -15.1%
CCc1nn(C(C)C(=O)NCCN2CCN(c3cccc(C)c3C)CC2)c(=O)c2cc3occc3n12 (stereo not drawn) reads KAT2A inh = -18.9%; FEN1 inhibitor = 0.2%; N370S GC mod = -11.9%

The list continues.
SMILES	KAT2A inh	FEN1 inhibitor	N370S GC mod
COc1ccc(-c2cc3nc(C4CCN(C(=O)OC(C)(C)C)CC4)c(C(=O)O)cn3n2)cc1	-8.8%	-9.7%	-2.0%
CCOC(=O)C1C(c2ccc(OC)c(OC)c2)c2c([nH][nH]c2=O)CC1(C)O (stereo not drawn)	-1.2%	15.2%	-4.8%
CCOC(=O)C1C(C(=O)OC)=C(c2ccc(F)cc2)c2ccccc2N1S(=O)(=O)C(F)(F)F (stereo not drawn)	-12.9%&18.0%	-7.6%	-3.9%
C#CCNC(=O)C1CCN(c2ccc(S(=O)(=O)N3CCOCC3)cc2Cl)CC1	-11.5%	7.9%	-19.4%

A portion from the list above, for reference:
SMILES	KAT2A inh	FEN1 inhibitor	N370S GC mod
COc1ccc(C2CC(=O)Nc3cc(C)c(C)cc32)c(OC)c1OC (stereo not drawn)	-20.4%	-4.6%	15.5%
CCc1nn(C(C)C(=O)NCCN2CCN(c3cccc(C)c3C)CC2)c(=O)c2cc3occc3n12 (stereo not drawn)	-18.9%	0.2%	-11.9%
COc1ccc(-c2cc3nc(C4CCN(C(=O)OC(C)(C)C)CC4)c(C(=O)O)cn3n2)cc1	-8.8%	-9.7%	-2.0%
